# TrxR1 substrate – substrates of rat thioredoxin reductase 1; O89049; purified TrxR1 substrate turnover, NADPH consumption readout; Potency, µM (highest dose often 114 µM), without a hit: at the highest dose activity change, negative = substrate turnover; hit rate 0.01% among 390,000; note: % is set by controls: 0 for no effect and ±100 for the full control effect; nearly all actives have a fitted effect of over 50% in size
#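 Rat TrxR1, dispensed at 90 nM, was prereduced with 400 uM NADPH (final) for 5 min at ~22 deg C, then incubated with compound 15 min before 400 uM selenite. A first-read NADPH fluorescence drop versus no-compound background flagged substrates.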
# Vif-A3G inh – inhibitors of Vif-APOBEC3G interaction | Q9HC16 | HeLa A3G-eYFP + Vif (tagged APOBEC3G with the HIV-1 protein that degrades it), YFP fluorescence, overnight | Potency, µM (series often up to 46.1 µM), without a hit: top-dose activity, negative = active, hits mostly inhibitors | hit rate 0.076% among 410,000 | AID 602310;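 note: % is set by controls: 0 for no effect and ±100 for the full control effect; nearly all actives have a fitted effect of over 60% in size; hits raise eYFP signal because A3G escapes Vif-driven loss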
#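 HeLa cells stably expressing Vif and C-terminally eYFP-tagged A3G, seeded overnight at 37 deg C, then exposed to compound by pintool overnight at 37 deg C. Rise in yellow fluorescence (Ex 488/Em 500-530, Acumen) marks blocked Vif-driven A3G degradation.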
# USP1-UAF1 inh – blocks the human USP1/UAF1 deubiquitinase complex. recombinant USP1/UAF1, Ub-Rhodamine cleavage fluorescence. Potency, µM (top dose mostly 57.1 µM), for inactives: at the highest dose activity change, negative = inhibition, usual class: inhibitors. hit rate 0.23% among 390,000. AID 743255; note: % is set by controls: 0 for no effect and ±100 for the full control effect; nearly all actives have a fitted effect of over 60% in size; inactives centre near -12
#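 USP1/UAF1 complex at 1 nM was preincubated with compound for 15 min at room temperature, then Ub-Rho substrate (150nM final) was added. Fluorescence (480/540 nm) was read kinetically, 6 reads every 60 seconds.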
# ALOX12 inh – ALOX12 (human) lipoxygenase inhibition; purified 12hLO, xylenol orange hydroperoxide absorbance; Potency, µM (top dose mostly 108 µM), without a hit: at the highest dose activity change, negative = inhibition, most hits filed as inhibitors; hit rate 1.1% among 580,000; note: % is set by controls: 0 for no effect and ±100 for the full control effect
# Target sequence (P18054 whole entry, looked up): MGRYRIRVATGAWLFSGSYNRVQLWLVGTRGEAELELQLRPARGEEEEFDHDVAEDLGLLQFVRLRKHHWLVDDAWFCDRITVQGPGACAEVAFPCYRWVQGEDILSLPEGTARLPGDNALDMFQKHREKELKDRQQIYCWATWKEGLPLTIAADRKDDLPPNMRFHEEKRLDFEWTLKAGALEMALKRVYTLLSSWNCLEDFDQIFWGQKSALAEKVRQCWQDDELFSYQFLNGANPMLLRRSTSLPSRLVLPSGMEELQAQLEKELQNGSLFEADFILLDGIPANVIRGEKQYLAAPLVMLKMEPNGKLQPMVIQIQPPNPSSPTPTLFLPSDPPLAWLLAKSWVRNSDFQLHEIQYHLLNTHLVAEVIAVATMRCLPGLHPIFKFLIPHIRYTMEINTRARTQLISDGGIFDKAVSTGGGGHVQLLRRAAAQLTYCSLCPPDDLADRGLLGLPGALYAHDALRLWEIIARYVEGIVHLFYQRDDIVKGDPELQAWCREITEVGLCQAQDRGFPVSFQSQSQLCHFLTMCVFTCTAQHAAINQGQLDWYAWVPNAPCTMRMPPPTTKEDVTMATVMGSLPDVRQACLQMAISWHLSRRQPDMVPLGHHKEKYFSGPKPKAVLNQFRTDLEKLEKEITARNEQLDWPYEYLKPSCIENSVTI
#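 Purified human 12hLO at 150 nM in 25 mM Hepes, 0.01% Triton X-100, pH 7.0, preincubated 15 min at room temperature with compound. Reaction started with 40 uM arachidonic acid, 30 min at room temperature. Hydroperoxide measured by Fe-xylenol orange, 573/405 nm absorbance ratio.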
# rTrxR1 inhibitor – inhibitors of rat thioredoxin reductase 1. AID 588453. recombinant rTrxR1, NADPH fluorescence consumption, selenite substrate. hit rate 1% among 390,000. O89049. Potency, µM (doses to about 114 µM), for inactives: top-dose activity change, negative = inhibition, most hits filed as inhibitors; note: % is set by controls: 0 for no effect and ±100 for the full control effect; nearly all actives have a fitted effect of over 65% in size
#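 Rat TrxR1 (90 nM in the dispensed reagent) was pre-reduced with 400 uM NADPH for 5 min at room temperature, then incubated with compound for 15 min. After 400 uM selenite was added, NADPH fluorescence (Ex 340/Em 450 nm) was followed for 8 min.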
# IDH1 R132H inh – inhibitors of human mutant IDH1 R132H | AID 602179 | IDH1-R132H enzyme, NADPH consumption, diaphorase/resazurin fluorescence | Potency, µM (series often up to 76.6 µM), inactives show at the highest dose activity change, negative = inhibition, usual class: inhibitors | hit rate 0.093% among 390,000 | O75874; note: % is set by controls: 0 for no effect and ±100 for the full control effect; nearly all actives have a fitted effect of over 65% in size
#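 IDH1-R132H (0.5 ug/mL) preincubated 30 min with compound, then NADPH (0.016 mM) and alpha-KG (2 mM) added; 80 min at RT, pH 7.5. Remaining NADPH coupled via diaphorase/resazurin to fluorescence (540/590 nm); concentration-response curves normalized to no-enzyme control.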
# RXFP1 ag – activates the human relaxin receptor RXFP1. Q9HBX9. HEK293T-RXFP1 cAMP TR-FRET, 30 min; response scale: percent of porcine relaxin response, buffer zero. Potency, µM (series often up to 57.5 µM), inactives show at the top dose activation, hits mostly activators. hit rate 0.3% among 370,000; note: % is set by controls: 0 for no effect and ±100 for the full control effect; nearly all actives have a fitted effect of over 60% in size; many of its hits are not listed in these tables
#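 HEK293T cells stably expressing RXFP1 were pretreated with the PDE4 inhibitor Ro 20174, exposed to compounds for 30 min at 37C, lysed, and cAMP was read by TR-FRET. Data normalized to buffer (basal) and 29 nM porcine relaxin (100%).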
# Vif-APOBEC3F blk – inhibitors of Vif-A3F interaction. HeLa A3F-eYFP + Vif (tagged APOBEC3F with the HIV-1 protein that degrades it), YFP fluorescence increase. Potency, µM (top dose mostly 46.1 µM), for inactives: top-dose activity, negative = active. hit rate 0.2% among 390,000. AID 602313; note: % of control where 0% means no effect; nearly all actives have a fitted effect of over 65% in size
#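 HeLa cells stably expressing Vif plus C-terminally eYFP-tagged A3F were seeded, incubated overnight at 37 deg C, dosed with compound, incubated overnight again at 37 deg C. Yellow fluorescence (Ex 488/Em 500-530) reported blocked Vif-mediated A3F-eYFP degradation.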
# RGS4 inh – blocks human RGS4-accelerated GTP hydrolysis; P49798; Transcreener GDP fluorescence polarization, RGS4-accelerated GTP hydrolysis; Potency, µM (titrated, usually from 114 µM), for inactives: top-dose activity change, negative = inhibition, usual class: inhibitors; hit rate 0.039% among 390,000; note: % is set by controls: 0 for no effect and ±100 for the full control effect; nearly all actives have a fitted effect of over 75% in size; some results filed as inactive show a strong effect at the top dose
# Target sequence (P49798 whole entry, looked up): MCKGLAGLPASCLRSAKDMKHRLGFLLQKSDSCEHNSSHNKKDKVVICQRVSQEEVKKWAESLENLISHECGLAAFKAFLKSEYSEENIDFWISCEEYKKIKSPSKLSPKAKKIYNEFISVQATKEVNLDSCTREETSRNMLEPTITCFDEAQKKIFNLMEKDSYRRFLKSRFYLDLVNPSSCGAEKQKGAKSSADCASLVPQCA
#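 MLSMR compounds (23 nl, pin-transferred) preincubated 10 min at room temperature with a 500nM (2x) first reagent, then RGS4 at 900nM (2x) plus Transcreener GDP mix added; fluorescence polarization (620/688 nm) read before and after 90 min at 30 °C.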
# Numbers without * were called inactive; i = inactive; ? = inconclusive; · = no result given; [ ] = dose if it differs, or a comment. Calls come from the whole dose curve; as a rule, active = well fitted curve in the direction sought with a large enough effect; inconclusive = small, poorly fitted or top-dose-only effect, or another doubt; inactive = no such curve, though single readings can be large; an effect the other way counts as inactive or inconclusive. Potency is the fitted concentration of half-maximal effect. This is a subset (hit frequency here may not be typical).
# Every second line gives: TrxR1 substrate	Vif-A3G inh	USP1-UAF1 inh	ALOX12 inh	rTrxR1 inhibitor	IDH1 R132H inh	RXFP1 ag	Vif-APOBEC3F blk	RGS4 inh
COCCNC(=O)/C(C#N)=C/c1c(N2CCN(C)CC2)nc2ccccn2c1=O
 : 111%[activator]	-1%	-15%	·	28%	3%	?	-4%	-9%
COc1cccc(OC)c1C(=O)NC(=O)Oc1c(F)cccc1F
 : 0%	0%	-22%	-19%	23%	2%	-0.3%	2%	-13%
COc1ccc(C(C[N+](=O)[O-])c2c(-c3ccccc3)cc3ccccn23)c(OC)c1 (stereo not drawn)
 : -9%	?	-20%	1.6µM*	?	7%	-1.0%	-21%	?
O=C(CCN1C(=O)/C(=C\C=C\c2ccccc2)SC1=S)Nc1cccc(C(=O)O)c1
 : 0%	-25%	?	186%[activator]	-3%	3%	-3.4%	-18%	?
COC(=O)CNC(=O)COC(=O)c1cc(Cl)cc(Cl)c1N
 : 218%[activator]	0%	-4%	0%	-8%	2%	2.8%	-2%	7%[56.9 µM]
COc1ccc(CNC(=O)C2CCC(CNC(=O)[C@@H]3Cc4ccccc4CN3)CC2)cc1 (stereo partly drawn)
 : 5%[57.1 µM]	0%	6%	-8%	6%[57.1 µM]	0%	0.6%	0%	-20%[56.9 µM]
CCOc1ccc(CCNC(=O)c2ccc3c(c2)N(Cc2ccccc2F)C(=O)c2ccccc2S3=O)cc1OCC (stereo not drawn)
 : 4%	-1%	-27%	0%	44%[activator]	-7%	0.1%	5%	0%
COc1cc(C2(c3ccc(O)c(OC)c3)C(=O)N(C)c3ccc(C)cc32)ccc1O
 : 0%	0%	-15%	0%	16%	7%	·	-5%	10%
O=C(COC(=O)CCc1c[nH]c2ccccc12)NCc1ccccc1
 : -1%	-2%	-18%	-20%	-4%	8%	6.4%	2%	10%
O=C(O)c1cccc(N2C(=O)C3C4C=CC(C4=C(c4ccccc4)c4ccccc4)C3C2=O)c1 (stereo not drawn)
 : 8%	0%	-15%	?	12%[57.1 µM]	2%	2.3%	6%	?
CCOC(=O)c1c(NC(=O)c2ccc(S(=O)(=O)N(CC)CC)cc2)sc2c1CCCCC2
 : 3%	2%	-14%	-3%	9%	-9%	2.6%	0%	22%
COC(=O)c1ccccc1NC(=O)NC1CC1
 : 5%	0%	-18%	-8%	13%	-2%	4.3%	-14%	18%
CCc1cc2c(=O)c(-c3nc4ccccc4n3C)c(C)oc2c(CN2CCN(CCO)CC2)c1O
 : 46%[activator]	2%	-12%	-16%	15%	1%	0.9%	-7%	2%
Cc1ccc(-c2noc(CCCC(=O)Nc3cccnc3)n2)cc1
 : 10%[57.1 µM]	2%	-20%	5%	-5%[57.1 µM]	2%	-0.2%	0%	4%
Cc1ccc(-c2csc(NCCn3c(C(F)(F)F)nc4ccccc43)n2)cc1
 : -3%[57.1 µM]	2%	-9%	-10%	0%[57.1 µM]	-2%	3.4%	-4%	-6%
COc1ccc(N2CCN(C(=O)Cn3nnc(-c4ccccc4N)n3)CC2)cc1
 : -8%	0%	-18%	i	-1%	1%	0.2%	5%	-12%
O=C(COC(=O)c1ccc([N+](=O)[O-])cc1Cl)Nc1cccnc1Cl
 : 1%	-2%	-1%	?	2%	-5%	-0.2%	5%	0%
COC(=O)Cn1c(=NC(=O)c2ccc3c(c2)OCCO3)sc2ccccc21
 : 3%[57.1 µM]	6%	?	-5%	9%[57.1 µM]	19%	28%	4%	-31%
CCCS(=O)(=O)N1CCCC(C(=O)NCCCN2CCCC2=O)C1 (stereo not drawn)
 : 15%	0%	-10%	12%	30%	3%	2.6%	0%	30%
COc1ccc(-c2c3c(nc4sc(C(=O)Nc5ccc(F)cc5)c(N)c24)CC(C)(C)CC3=O)cc1
 : 0%	·	-28%	-13%	17%	·	8.8%	·	-20%
CCC(C)[C@H](NC(=O)[C@@H]1Cc2ccccc2CN1)C(=O)Nc1ccc2c(c1)OCO2 (stereo partly drawn)
 : 0%[57.1 µM]	3%	-1%	6%	-1%[57.1 µM]	-2%	-1.1%	-22%	-24%[56.9 µM]
N#CC(=C(O)CN1CCN(c2ccccc2F)CC1)c1nc(-c2ccccc2)cs1
 : -2%	2%	-8%	-8%	9%	-5%	·	-18%	29%
COc1ccc(-c2nnc(C)c3nocc23)cc1
 : -6%	1%	5%	45%[activator]	20µM*	2%	2.4%	-2%	-21%
COc1cccc(C(=O)Nc2ccccc2-c2nnc(-c3cccc(OC)c3)o2)c1
 : 4%	-4%	?	-14%	18%	10%	1.3%	6%	-17%
Cc1nn(Cc2ccccc2)c(Cl)c1C(=O)NCCc1ccc(Cl)cc1
 : -18%	2%	-9%	9%	-8%	-2%	-2.6%	7%	9%
CC(NC1CCN(Cc2ccccc2)CC1)c1ccc(F)cc1 (stereo not drawn)
 : 7%[57.1 µM]	0%	8%	?	6%	24%	1.4%	1%	9%
CCOCCn1ccc2c(OCC(=O)Nc3cc(C(F)(F)F)ccc3Cl)cccc2c1=O
 : -4%[57.1 µM]	-1%	-22%	?	5%[57.1 µM]	1%	18%	-3%	-14%
COc1ccc(-n2c(C)cc(C(=O)CCl)c2C)cc1
 : 5%	-30%	-24%	-14%	?	-22%	3.2%	1%	-28%
CCCCC(c1nnnn1CCOC)N1CCN(CC)CC1 (stereo not drawn)
 : 5%	0%	-15%	?	8%	8%	1.4%	2%	-13%[11.4 µM]
CCOC(=O)C1CCCN(CC(=O)c2c[nH]c3ccc(C)cc23)C1 (stereo not drawn)
 : 7%	-4%	-22%	-32%	-3%	6%	-0.7%	3%	14%

# More records.
# Every second line gives: TrxR1 substrate	Vif-A3G inh	USP1-UAF1 inh	ALOX12 inh	rTrxR1 inhibitor	IDH1 R132H inh	RXFP1 ag	Vif-APOBEC3F blk	RGS4 inh
COc1ccc(Br)cc1CNc1ccc(O)cc1
 : -7%	-10%	?	?	?	21%	-0.7%	-17%	?
O=C(N/N=C/c1cccnc1)c1ccc(Cn2cc([N+](=O)[O-])cn2)o1
 : -2%	-4%	-1%	13%	-3%	5%	2.3%	0%	0%
Cc1ccc(Nc2ncc3c(n2)CC(c2ccco2)CC3=O)c(C)c1 (stereo not drawn)
 : 9%[57.1 µM]	-5%	-27%	74%[activator]	-47%	2%	2.5%	2%	-11%
ClC1CCCCC1n1nnc2ccccc21 (stereo not drawn)
 : 4%[57.1 µM]	3%	14%	-9%	-7%[57.1 µM]	1%	·	1%	5%
COc1cccc(N=C2SC(C(=O)Nc3cccc(Cl)c3)CC(=O)N2C)c1 (stereo not drawn)
 : -1%	2%	-20%	?	17%	-1%	4.1%	-7%	13%
N#CCCN1CCn2c1nc1ccccc12
 : 3%	-1%	-22%	0%	3%	4%	2.8%	1%	-33%
CCN1C(=O)[C@H]2[C@@H](c3ccc(-c4cccc(Cl)c4)cc3)N[C@@](CC(C)C)(C(=O)OC)[C@H]2C1=O
 : 4%[57.1 µM]	-3%	-27%	?	17%[57.1 µM]	-9%	·	-1%	-15%
C=CCOc1nc2c(c(=O)n(C)c(=O)n2C)n1Cc1ccccc1Cl
 : 2%	1%	-8%	4%	12%	4%	-0.3%	-3%	-2%
CCOC(=O)c1ccc(NC(=O)CCNS(=O)(=O)c2ccc3c(c2)oc(=O)n3C)cc1
 : 8%[57.1 µM]	-4%	-13%	-27%	2%[57.1 µM]	-4%	-0.3%	-3%	-2%
Nc1ncnc2c1ncn2C1O[C@H](CO)[C@@H](O)[C@@H]1O (stereo partly drawn)
 : -1%	-2%	15%	14%	21%	29%	-0.1%	8%	22%
CC1(C)CC(=O)C=C(c2n[nH]nc2C2CCCCC2)C1
 : ·	0%	-13%	-9%	·	8%	·	-2%	·
Cc1cc(OCCCC(=O)NCCN2C(=O)S/C(=C\c3cccnc3)C2=O)ccc1Cl
 : -7%	-2%	-22%	-17%	10%	-2%	1.0%	-7%	-5%
CCCN(CC(=O)Nc1ccccc1C)C(=O)c1ccc(N2CCCCCC2)c([N+](=O)[O-])c1
 : -7%	1%	-22%	0%	7%	5%	-0.1%	2%	10%
CCc1noc(C)c1C(=O)NNC(=O)c1ccccc1Cl
 : 0%	-5%	-18%	0%	6%	2%	-0.9%	1%	-3%
C[C@H]1[C@H]2c3nc4ccccc4n3C[C@H]1ON2C1CCCCC1
 : -4%	-2%	-17%	20%	5%	1%	-0.4%	-7%	1%
COC(=O)c1ccc(C(C(=O)NC2CCCCC2)N(C(=O)Cc2cccs2)C2CC2)cc1 (stereo not drawn)
 : -1%	0%	-14%	-24%	3%	-14%	0.1%	3%	0%

# Full records, quoted from the list. Order of values: TrxR1 substrate	Vif-A3G inh	USP1-UAF1 inh	ALOX12 inh	rTrxR1 inhibitor	IDH1 R132H inh	RXFP1 ag	Vif-APOBEC3F blk	RGS4 inh
# Entry for `C=CCOc1nc2c(c(=O)n(C)c(=O)n2C)n1Cc1ccccc1Cl` = 2%	1%	-8%	4%	12%	4%	-0.3%	-3%	-2%
# Entry for `C[C@H]1[C@H]2c3nc4ccccc4n3C[C@H]1ON2C1CCCCC1` = -4%	-2%	-17%	20%	5%	1%	-0.4%	-7%	1%
# Entry for `Cc1cc(OCCCC(=O)NCCN2C(=O)S/C(=C\c3cccnc3)C2=O)ccc1Cl` = -7%	-2%	-22%	-17%	10%	-2%	1.0%	-7%	-5%

# Screening data from PubChem BioAssay.
